# From PubChem BioAssay
# NPR1 activator – GC-A (human) enzyme activation; 0.14% of 370,000 active; HEK293 GC-A cells, cGMP TR-FRET, EC30 ANP; 0% at EC30 ANP, 100% saturating ANP; P16066; activation, % at 10 µM; in the data active = activation above about 40%
# DDE Tn6 FP inh – DD(E)-Tn6 binding inhibition, primary FP screen; Fibrin DD(E) TRITC-Tn6 fluorescence polarization displacement; P02675; 0.21% of 370,000 active; inhibition, % at 8.3 µM;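 active = inhibition above a per-campaign cutoff: mean of compounds within control limits plus 3 SD, cut at about 15% in these data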;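 also: 0% = median of all compound wells on the plate and 100% = blocking peptide control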
# ASAP1 inh – blocks human ASAP1-stimulated Arf1 GTP hydrolysis. Q9ULH1. GDP FP detection. inhibition, % at 16.5 µM. 0.19% of 360,000 active. AID 624377; in the data active = inhibition above about 25%;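 also: 0% = vehicle with enzyme and substrate and 100% = no enzyme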
# ARFGAP1 inhibitor – inhibitors of rat ARFGAP1. Q62848. Arfgap1-stimulated ARF1 GTP hydrolysis, GDP FP detection. inhibition, % at 16.5 µM. 0.26% of 360,000 active;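 active = inhibition above a per-plate limit, mean inhibition of low control wells plus 3 SD, cut at about 25% in these data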;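 also: 0% = DMSO wells with enzyme and 100% = wells lacking Arfgap1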
# Target sequence (Q62848 1-136 limits assumed): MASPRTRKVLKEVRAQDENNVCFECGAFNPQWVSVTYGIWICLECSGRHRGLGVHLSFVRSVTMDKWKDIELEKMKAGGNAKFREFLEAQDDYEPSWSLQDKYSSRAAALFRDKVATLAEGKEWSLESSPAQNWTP
#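 System: truncated rat Arfgap1 GAP domain / Benchmarks: high control wells lacking Arfgap1, low control full reaction with DMSO / Times: compound-enzyme preincubation 20 min, reaction 120 min, detection 60 min, 25 °C / Repeats: one replicate per compound / Also added: human ARF1(Δ1-17)-GTP substrate / Measured by: Tracer-displacement fluorescence polarization with EDTA stop, 620/688 nm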
# rCAG binder – molecules binding r(CAG) RNA repeats | inhibition, % at 3 µM | r(CAG) RNA repeat, TO-PRO-1 dye displacement fluorescence | 1.3% of 370,000 active;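 active = inhibition above the plate cutoff, the mean of all test compounds on that plate plus 3 SD, cut at about 35% in these data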;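 also: 0% = DMSO alone and 100% = 100 µM mitoxantrone as full dye displacement; higher means more dye released from RNA so lower well fluorescence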
# HGIII-sPLA2 inh – Blocks human group III sPLA2 activity. QFRET BODIPY PC-A2 liposome hydrolysis, fluorescence. inhibition, % at 12.2 µM. 0.56% of 370,000 active. AID 743126. Q9NZ20;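 active = inhibition above mean plus 3 SD of compounds lying within the high and low control bounds, cut at about 19% in these data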;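 also: 0% = median of test compound wells and 100% = no enzyme DMSO wells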
# Target sequence (Q9NZ20 whole entry, looked up): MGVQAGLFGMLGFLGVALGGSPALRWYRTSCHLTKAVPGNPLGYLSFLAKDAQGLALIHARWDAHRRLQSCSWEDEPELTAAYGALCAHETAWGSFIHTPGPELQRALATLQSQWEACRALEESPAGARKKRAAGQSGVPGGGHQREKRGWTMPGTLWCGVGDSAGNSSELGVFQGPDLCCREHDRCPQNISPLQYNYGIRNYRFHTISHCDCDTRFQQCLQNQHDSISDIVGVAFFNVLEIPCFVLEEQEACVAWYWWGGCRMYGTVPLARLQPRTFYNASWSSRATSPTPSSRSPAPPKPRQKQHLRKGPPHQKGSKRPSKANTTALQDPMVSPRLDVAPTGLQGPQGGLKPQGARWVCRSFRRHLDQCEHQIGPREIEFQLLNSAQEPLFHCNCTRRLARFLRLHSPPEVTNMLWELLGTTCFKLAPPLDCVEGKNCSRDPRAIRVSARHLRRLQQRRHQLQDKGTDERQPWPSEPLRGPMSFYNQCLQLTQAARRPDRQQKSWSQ
# GAA850 FXN act – increases GAA850 frataxin promoter reporter activity | HEK293 lucGAA850 FXN promoter luciferase reporter, 24 h; percent of 10 µM SAHA response | activation, % at 6 µM | 0.56% of 360,000 active | AID 540364;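 active = activation above the average of all compounds screened plus 3 SD, cutoff fixed separately per campaign, cut at about 7.5% in these data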;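 also: 0% = DMSO wells and 100% = 10 µM SAHA wells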
# proKLK7 act – proKLK7 (human) activation, primary screen; P49862; purified proKLK7, EDANS-DABCYL substrate fluorescence; 100% is mature enzyme control, 0% vehicle; activation, % at 7 µM; 0.9% of 370,000 active;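 active = activation above the mean of all tested compounds plus 3 SD, computed per campaign excluding outliers beyond control limits, cut at about 13% in these data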
# Target sequence (P49862 whole entry, looked up): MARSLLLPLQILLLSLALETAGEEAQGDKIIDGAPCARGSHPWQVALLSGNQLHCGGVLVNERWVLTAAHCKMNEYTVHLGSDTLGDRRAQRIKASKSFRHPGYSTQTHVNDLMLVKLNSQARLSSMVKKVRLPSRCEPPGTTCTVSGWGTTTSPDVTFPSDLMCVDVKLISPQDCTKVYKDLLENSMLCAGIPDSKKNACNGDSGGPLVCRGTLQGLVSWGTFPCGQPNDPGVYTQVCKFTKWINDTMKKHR
# ADAM10 inh – inhibitors of human ADAM10 | O14672 | recombinant ADAM10, EDANS/DABCYL FRET peptide cleavage, 3 h | inhibition, % at 7 µM | 0.62% of 370,000 active;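 active = inhibition above a per-campaign cutoff equal to the mean of compounds falling between control-based bounds plus 3 SD, cut at about 20% in these data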;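 also: 0% = DMSO wells while the 100% control is not disclosed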
# NPR2 activator – GC-B (human) receptor activation | HEK293-GC-B cells, CNP EC30, cGMP TR-FRET; 0% at EC30 CNP, 100% saturating CNP | activation, % at 10 µM | 0.11% of 370,000 active | AID 1920062;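 active = activation at 10 µM reaching about 35% in either raw or pattern-adjusted values, limit read from the data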
# * hit, by the source's call; i = inactive; . = no result given.
SMILES,NPR1 activator,DDE Tn6 FP inh,ASAP1 inh,ARFGAP1 inhibitor,rCAG binder,HGIII-sPLA2 inh,GAA850 FXN act,proKLK7 act,ADAM10 inh,NPR2 activator
O=C(O)C(CCc1ccccn1)c1ccccc1 (stereo not drawn),1,11,0,-3,1,3,-0.9,-0.5,-9,6
Nc1nc(Nc2ccccc2F)nc(N2CCOCC2)c1[N+](=O)[O-],6,-7,-7,-1,2,15,1.4,0.7,2,6
CCC/C(=N/NC(=O)c1cccc(Cl)c1)c1ccccc1,0,-1,-9,6,2,6,3.1,-0.6,1,1
CCCc1cc(=O)oc2cc(OCC(=O)NCC3CCC(C(=O)O)CC3)ccc12 (stereo not drawn),0,9,3,3,-1,1,-2.5,1.0,-150,-1
COC(=O)c1ccc(Cl)c(NC(=O)CN2CCOCC2)c1,12,6,1,-12,-1,4,2.4,0.3,-6,-4
Cc1nnc(NC(=O)c2ccccc2NC(=O)c2ccccc2)s1,-1,5,-12,-7,8,-9,-2.2,-0.2,-4,5
COc1cccc(C(=O)Nc2ccc(NC(C)=O)cn2)c1,2,-2,16,11,3,1,1.3,-0.1,5,1
CCn1c(COc2c(C)cccc2C)nnc1SCc1nc2ccccc2c(=O)[nH]1,-9,6,-12,3,-10,-10,1.6,0.3,-3,-3
COc1ccccc1C1C2=C(COC2=O)Nc2cc3c(cc21)OCO3 (stereo not drawn),-24,-1,-15,5,2,-6,1.1,5.5,-259,-14
Cc1c(C(=O)Nc2nc3ccccc3[nH]2)oc2ccccc12,2,-8,-2,4,3,8,3.1,0.1,-20,1
Cc1ccc(CNC(=O)COC(=O)c2ccc(S(=O)(=O)N3CCCC3)cc2)cc1,-2,6,-8,-2,3,-2,-0.3,-1.1,-3,-2
Oc1ccc(Cl)cc1CNCc1ccc(Cl)cc1,-1,-4,0,12,1,1,-0.5,-0.4,1,-2
Cc1ccc(C)c(CC(=O)N2CCCC(c3cc(C(=O)NCc4cccnc4)no3)C2)c1 (stereo not drawn),4,-5,-13,-6,1,-4,-0.2,0.0,-2,0
O=C(/C=C/c1cccc([N+](=O)[O-])c1)N1CCN(C(=O)c2ccco2)CC1,-2,-4,1,-14,-4,2,0.2,-0.3,0,1
COc1ccccc1CNC(=O)c1oc2ccc(S(=O)(=O)N3CCOCC3)cc2c1C,9,-1,5,8,2,0,2.7,-0.3,7,2
COCCN1C(=O)CCC1(C)c1nnnn1-c1c(C)cccc1C (stereo not drawn),1,-16,5,-1,0,16,.,0.2,-18,0
CN(/N=C/c1cc([N+](=O)[O-])ccc1O)c1ccccc1,7,-4,8,-2,6,4,4.8,0.1,1,3
O=S(=O)(c1ccc(F)cc1)N1CCC2(CC1)OCCN2S(=O)(=O)c1cccs1,-1,-5,0,9,0,-15,-0.1,0.9,3,0
COc1ccccc1OCCn1c(CO)nc2ccccc21,2,7,1,-4,-2,4,-0.4,0.2,-12,-8
COCCNC(=S)N=Nc1c(O)[nH]c2c(C)cc(C)cc12,-5,-1,-4,8,3,2,-1.8,-0.6,-3,-7
COc1ccc(C(=O)NCC(=O)OCC(=O)c2ccc3c(c2)NC(=O)CO3)cc1,-3,0,6,7,6,6,-0.8,-0.1,-5,-2
O=C(Nc1ccc(F)cc1F)Nc1csc2ccccc12,3,-8,14,1,10,11,1.3,-0.1,3,-4
O=C(CSc1nnc(-c2ccc(Cl)cc2)n1-c1ccccc1)Nc1ccc(Oc2ccccc2)cc1,1,-2,.,.,5,14,.,-0.4,-2,14
COc1ccc(OCC(=O)NC(=S)Nc2ccc3c4c(cccc24)CC3)cc1,8,-7,7,9,3,7,1.1,0.4,-24,5
CC1CCN(CCn2c(=S)[nH]c3cc4c(cc3c2=O)OCO4)CC1,2,0,-3,0,-3,6,1.4,-0.3,0,-1
# (list continues)
SMILES,NPR1 activator,DDE Tn6 FP inh,ASAP1 inh,ARFGAP1 inhibitor,rCAG binder,HGIII-sPLA2 inh,GAA850 FXN act,proKLK7 act,ADAM10 inh,NPR2 activator
COCc1nnc(NC(=O)c2ccccc2Oc2ccccc2)s1,1,1,7,-14,0,3,-2.0,0.3,6,-2
CCN(CC)CCN(C(=O)/C=C/c1cccs1)c1nc2ccc(C)cc2s1,0,4,-2,4,0,3,0.4,-198,-16,-9
Cc1cc(NC(=O)CS(=O)(=O)c2ccc(F)cc2)no1,-3,1,-19,2,1,2,-1.1,0.2,-8,4
COc1cccc(-c2cc3nc(C)c(C)c(N4CCN(Cc5ccco5)CC4)n3n2)c1,0,-2,.,.,.,-9,.,.,-26,-8
COc1ccc(C(CNC(=O)CSc2ccccc2C)N(C)C)cc1 (stereo not drawn),-1,3,-2,-7,-4,5,-0.5,-0.2,-5,-4
CC(O)(c1ccc(F)c(F)c1)c1nc(-c2cccc(C(F)(F)F)c2)cs1 (stereo not drawn),-3,-2,7,11,3,2,2.3,0.1,26*,5
Cc1cc(C)cc(NC(=O)c2cc(C)nn2C)c1,4,2,3,-1,-4,8,1.0,-0.5,0,-1
COCCCNC(=O)C[C@H]1C[C@@]2(C(=O)OC)C(=C[C@H](COCc3ccccc3)O[C@@H]2C)N(CCC2=CCCCC2)C1=O,2,-6,0,-1,1,-5,.,0.2,4,10
O=C(CCCN1C(=O)c2cccc3cccc(c23)C1=O)NCCN1CCOCC1,.,-1,-3,3,-1,1,4.0,-0.7,-114,.
Cc1cc(C)c(S(=O)(=O)NCCC2CCCN2C)c(C)c1 (stereo not drawn),-3,-9,-10,4,-1,-14,-2.1,-0.2,1,0
C[C@@H](C(=O)NCc1ccccn1)[C@H]1C[C@]1(C)[C@H](NC(=O)OCc1ccccc1)c1ccccc1,-1,-1,-6,-6,-5,0,-2.7,0.8,11,1
CN1/C(=C\C=C2/C(=O)Oc3ccccc3C2=O)C(C)(C)c2ccccc21,7,-1,-4,1,-92,-60,.,-0.2,3,7
O=C(NCc1ccccc1)c1nncc(-c2ccccc2)n1,0,-3,8,-2,-3,-2,2.6,0.1,1,3
COc1ccc(C/C(C)=N/NC(=O)c2cccnc2)cc1,4,-8,7,-2,1,3,-0.8,-0.1,0,9
Cn1c(C(=O)NCCN2CCc3ccccc3C2)cc2c(=O)n(C)c3ccccc3c21,-2,1,5,-9,13,1,0.2,-0.3,-29,-5
Cc1ccc(-c2nn(-c3ccccc3)cc2C2CC(c3cccs3)=NN2C(=O)CCC(=O)O)cc1 (stereo not drawn),1,-10,-6,9,15,12,-0.2,0.8,-12,-2
O=C(Cn1cnc2ccccc21)Nc1ccccc1-c1ccccc1,-2,-6,-6,1,-3,-3,2.2,0.3,-1,-3
COc1ccc(/C(O)=C2/C(=O)C(=O)N(CCCN3CCOCC3)C2c2ccc(Cl)cc2)cc1 (stereo not drawn),0,4,-7,1,28,-4,0.1,-0.1,-17,-8
OC(c1ccccc1)c1nc2ccccc2[nH]1 (stereo not drawn),1,1,-13,-12,-1,-2,2.1,0.0,4,-5
C/C=C/C(=O)N[C@@H]1c2ccccc2CC[C@@H]1OCc1ccccc1,-4,4,4,3,-1,7,-1.1,-0.4,-13,2
CCC(=O)N1N=C(c2ccc(NS(=O)(=O)c3ccc(C)cc3)cc2)CC1c1ccco1 (stereo not drawn),-2,3,6,1,7,-55,-0.7,-4.5,7,-5
O=C(Nc1cnc2ccccn2c1=O)c1ccc(F)cc1,1,2,6,-15,3,2,4.8,-0.4,-7,-3
Cc1cc(C)c(S(=O)(=O)Nc2ccc(Cl)cn2)c(C)c1,-1,-1,-2,-6,14,-24,1.5,0.4,-6,-1
N#Cc1ccc(OCC(=O)OCC(=O)c2ccc[nH]2)cc1,0,-4,-5,10,-2,-1,0.6,0.0,-13,-7
CCOC(=O)c1nn(-c2ccc(F)cc2)c2nc(-c3ccccc3)c(C#N)c(=O)n12,6,2,-4,-14,2,13,-0.5,40*,-416,2

# Reformatted: four of the compounds above.
CN1/C(=C\C=C2/C(=O)Oc3ccccc3C2=O)C(C)(C)c2ccccc21
  NPR1 activator = 7	DDE Tn6 FP inh = -1	ASAP1 inh = -4	ARFGAP1 inhibitor = 1	rCAG binder = -92	HGIII-sPLA2 inh = -60	GAA850 FXN act = .	proKLK7 act = -0.2	ADAM10 inh = 3	NPR2 activator = 7
O=C(NCc1ccccc1)c1nncc(-c2ccccc2)n1
  NPR1 activator = 0	DDE Tn6 FP inh = -3	ASAP1 inh = 8	ARFGAP1 inhibitor = -2	rCAG binder = -3	HGIII-sPLA2 inh = -2	GAA850 FXN act = 2.6	proKLK7 act = 0.1	ADAM10 inh = 1	NPR2 activator = 3
COc1ccc(C/C(C)=N/NC(=O)c2cccnc2)cc1
  NPR1 activator = 4	DDE Tn6 FP inh = -8	ASAP1 inh = 7	ARFGAP1 inhibitor = -2	rCAG binder = 1	HGIII-sPLA2 inh = 3	GAA850 FXN act = -0.8	proKLK7 act = -0.1	ADAM10 inh = 0	NPR2 activator = 9
Cn1c(C(=O)NCCN2CCc3ccccc3C2)cc2c(=O)n(C)c3ccccc3c21
  NPR1 activator = -2	DDE Tn6 FP inh = 1	ASAP1 inh = 5	ARFGAP1 inhibitor = -9	rCAG binder = 13	HGIII-sPLA2 inh = 1	GAA850 FXN act = 0.2	proKLK7 act = -0.3	ADAM10 inh = -29	NPR2 activator = -5

# (listing goes on)
SMILES,NPR1 activator,DDE Tn6 FP inh,ASAP1 inh,ARFGAP1 inhibitor,rCAG binder,HGIII-sPLA2 inh,GAA850 FXN act,proKLK7 act,ADAM10 inh,NPR2 activator
Cc1cc(N2C(=O)C(O)=C(C(=O)c3ccco3)C2c2ccccc2F)no1 (stereo not drawn),8,5,1,7,3,-5,-2.3,0.0,-15,3
O=C(N=C1SC2CS(=O)(=O)CC2N1Cc1ccccc1)C1CC1 (stereo not drawn),-4,6,2,-5,0,5,1.3,0.2,-19,-2
O=C(NCC(=O)N1CCCC(C(F)(F)F)C1)c1ccccc1F (stereo not drawn),3,-8,0,13,-3,9,3.2,0.8,-5,2
Cc1cccc(C)c1OCCCCN1CCCCC1,-1,10,1,-1,-5,12,0.1,-0.2,2,-4
C=CCn1c(N)c(C(=O)NCC2CCCO2)c2nc3ccccc3nc21 (stereo not drawn),32,2,17,10,2,-12,-2.2,-37,i,19
Cc1cc(C)c(-c2c(O)c3ccccc3n(C)c2=O)c(C)c1,3,-8,-1,2,-3,19,1.2,-0.8,-98,-1
O=C(CCCCl)NC1=NN(c2ccccc2)C(=O)C1,1,10,-7,0,10,5,-0.6,0.6,-9,1
